# Screening results: PubChem BioAssay, several laboratories
# NR1D1 modulator: modulates human Rev-erb alpha binding to DNA | Rev-erbα–FITC-DNA binding, fluorescence polarization, 90 min | activity, % at 10 µM | 0.79% of 370,000 active | P20393;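 active = activity above about 14%, limit read from the data; passing the limit was not always enough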;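 note: 0% = DMSO wells with 35 nM protein and 100% = DMSO wells with 750 nM protein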
# ADAM17 inh: inhibits human ADAM17; P78536; recombinant ADAM17, EDANS/DABCYL FRET peptide cleavage; inhibition, % at 6.95 µM; 0.83% of 370,000 active;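 active = inhibition above the mean of compounds lying between control limits plus 3 SD, set per campaign, cut at about 8.5% in these data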;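 note: 0% = DMSO-only wells as the low control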
# DAX1 inh-1: inhibitors of DAX1 repression of SF-1 activated StAR promoter; inhibition, % at 6.8 µM; 1.1% of 370,000 active; HEK293T StAR-luciferase reporter, SF-1/DAX-1 repression relief; AID 652010;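 active = inhibition above the mean over all tested compounds plus 3 SD, cut at about 3.6% in these data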;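 note: 0% = DAX-1 cells with DMSO and 100% = cells lacking DAX-1 with DMSO; higher inhibition means more luminescence from relief of DAX-1 repression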
# PLCg1 inh: PLC-gamma1 (human) inhibition, primary screen; P19174; purified PLC-gamma1, fluorogenic substrate, fluorescence; inhibition, % at 12.2 µM; 0.84% of 370,000 active; in the data active = inhibition above about 9.5%
# Target sequence (P19174 whole entry, looked up): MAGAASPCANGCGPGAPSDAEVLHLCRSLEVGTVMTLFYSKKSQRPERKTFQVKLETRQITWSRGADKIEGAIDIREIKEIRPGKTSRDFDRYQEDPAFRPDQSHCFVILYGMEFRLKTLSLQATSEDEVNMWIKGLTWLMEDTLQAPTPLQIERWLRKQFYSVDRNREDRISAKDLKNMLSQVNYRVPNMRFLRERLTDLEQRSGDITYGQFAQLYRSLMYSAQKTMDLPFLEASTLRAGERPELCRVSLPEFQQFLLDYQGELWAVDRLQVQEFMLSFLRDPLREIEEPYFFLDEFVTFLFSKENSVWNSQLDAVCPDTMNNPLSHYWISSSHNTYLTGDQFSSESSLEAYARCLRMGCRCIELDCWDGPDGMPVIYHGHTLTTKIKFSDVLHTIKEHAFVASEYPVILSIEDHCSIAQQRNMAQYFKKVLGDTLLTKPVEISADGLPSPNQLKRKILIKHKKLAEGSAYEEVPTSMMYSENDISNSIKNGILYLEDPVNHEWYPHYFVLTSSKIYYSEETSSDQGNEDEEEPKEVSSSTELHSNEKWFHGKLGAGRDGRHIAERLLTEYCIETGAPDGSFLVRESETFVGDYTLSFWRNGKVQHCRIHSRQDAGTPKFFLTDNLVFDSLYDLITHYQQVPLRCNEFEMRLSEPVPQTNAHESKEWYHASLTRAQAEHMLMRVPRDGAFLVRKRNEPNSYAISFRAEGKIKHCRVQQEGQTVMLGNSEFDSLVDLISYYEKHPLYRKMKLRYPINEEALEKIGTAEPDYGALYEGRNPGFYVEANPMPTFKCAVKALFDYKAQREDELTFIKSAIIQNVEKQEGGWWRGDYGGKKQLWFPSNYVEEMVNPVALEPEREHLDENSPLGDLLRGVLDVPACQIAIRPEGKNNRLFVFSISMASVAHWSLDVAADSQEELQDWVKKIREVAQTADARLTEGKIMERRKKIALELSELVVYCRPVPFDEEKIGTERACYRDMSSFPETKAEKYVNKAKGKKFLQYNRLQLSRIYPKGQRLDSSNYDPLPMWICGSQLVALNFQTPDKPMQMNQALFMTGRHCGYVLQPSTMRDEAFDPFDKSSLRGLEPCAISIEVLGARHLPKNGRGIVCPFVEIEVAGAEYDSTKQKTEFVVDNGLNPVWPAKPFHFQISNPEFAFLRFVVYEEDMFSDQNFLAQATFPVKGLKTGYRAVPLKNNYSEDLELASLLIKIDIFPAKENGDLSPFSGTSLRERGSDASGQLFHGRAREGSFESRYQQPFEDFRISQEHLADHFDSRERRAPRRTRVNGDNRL
# SMARCA2 activ: increases SMARCA2 function in MMTV reporter cells | MG213 cells, MMTV-luciferase reporter, dexamethasone, overnight | activation, % at 9.1 µM | 1% of 370,000 active; in the data active = activation above about 7.8%;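 note: 0% = vehicle wells and 100% = reference activator wells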
# PLC-beta3 inh: PLC-beta3 (human) inhibition, primary screen; Q01970; 0.18% of 370,000 active; Purified PLC-beta3, fluorogenic substrate, fluorescence; inhibition, % at 12.2 µM; AID 720704; in the data active = inhibition above about 11%;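 note: 0% = median of compound wells on plate and 100% = full blocker control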
# DAX1 inh-2: inhibitors of human orphan nuclear receptor DAX1 (NR0B1). HEK293 Gal4-DAX1 luciferase reporter, luminescence. inhibition, % at 6.75 µM. 0.99% of 340,000 active. AID 504766;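 active = inhibition above the mean over all tested compounds plus 3 SD, cut at about 4.2% in these data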;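 note: 0% = DAX1-transfected cells with DMSO and 100% = empty-vector control cells with DMSO; inhibition shows as a rise in luminescence from relieved DAX1 repression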
# ssDAF12 agonist: activates DAF-12 receptor from parasite S. stercoralis; HEK293 ssDAF-12/GRIP1 lit1-tk-luc reporter, luminescence; % of 3 µM dafachronic acid response; activation, % at 6.8 µM; 1% of 370,000 active;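 active = activation above the mean over all tested compounds plus 3 SD, cut at about 0.9% in these data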;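 note: 0% = DMSO-only wells and 100% = 3 µM delta7-dafachronic acid wells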
# MBD2 DNA inh: MBD2-methylated oligo binding inhibition; TR-FRET, MBD2 binding to methylated oligonucleotide; inhibition, % at 4.4 µM; 0.31% of 370,000 active; AID 686964; in the data active = inhibition above about 13%
# hcDAF-12 act: activators of H. contortus DAF-12 nuclear receptor | 1.4% of 370,000 active | AID 652067 | activation, % at 6.8 µM | HEK293 hcDAF-12 lit1-tk-luc reporter, luminescence; 0% DMSO, 100% Δ7-dafachronic acid;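 active = activation above the mean of all tested compounds plus 3 SD, cut at about 5.5% in these data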;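 note: 100% = response to 3 µM Δ7-dafachronic acid high control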
# hgDAF-12 ag: agonists of H. glycines DAF-12 nuclear receptor; HEK293 GAL4-hgDAF12 UAS-luciferase reporter, agonist luminescence; normalized to butyrate control; activation, % at 6.8 µM; 1.8% of 370,000 active;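 active = activation above a cutoff set at the mean of all screened compounds plus 3 SD, cut at about 10% in these data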;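 note: 0% = DMSO wells and 100% = sodium butyrate wells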
# * = called active by the depositor; i = inactive; x = no result given.
No.	structure	NR1D1 modulator	ADAM17 inh	DAX1 inh-1	PLCg1 inh	SMARCA2 activ	PLC-beta3 inh	DAX1 inh-2	ssDAF12 agonist	MBD2 DNA inh	hcDAF-12 act	hgDAF-12 ag
1	O=C(CSc1nnc(-c2ccccc2F)o1)OCc1ccccc1	2	4	0.0	4	-5	-5	-0.1	-1.2	1	1.6	0.8
2	CN(c1ccc(OCC(=O)NC2CCCC2)cc1)S(=O)(=O)c1cccs1	2	-3	-1.0	1	-4	1	-1.8	-1.4	-2	-2.4	0.0
3	CC(C)(C)c1ccc(S(=O)(=O)N2CCC(C(=O)NCC3COCCO3)CC2)cc1 (stereo not drawn)	2	-3	-0.9	-1	-2	0	x	-1.5	10	-4.2	1.5
4	Cc1nn(-c2cc(C(F)(F)F)ccn2)c(=O)o1	4	0	0.6	1	4	-2	-0.1	-1.4	0	2.5	-1.1
5	O=C(Nc1cccc2cccc(NC(=O)c3ccco3)c12)c1ccco1	-21	3	-1.0	-2	3	4	-0.4	-1.4	-6	1.6	-0.6
6	C=CCNc1ccccc1S(=O)(=O)NCc1ccccc1	5	3	1.2	4	5	2	0.0	-0.6	2	-2.4	-0.7
7	NS(=O)(=O)c1ccc(CCNC(=O)C2CCN(c3ncnc4c3nc3n4CCCCC3)CC2)cc1	1	0	2.6	-1	-1	-5	0.6	-1.0	5	-0.1	0.4
8	Cn1cc(C(=O)c2cccc(Cl)c2)cc1C#N	-4	-1	-0.1	-6	-1	1	-1.1	-1.2	2	-1.4	4.0
9	Cc1ccc(C(C)NC(=S)NCc2ccc(F)cc2)cc1C (stereo not drawn)	1	3	-1.5	6	3	-1	-0.3	-0.2	-2	-1.7	-0.1
10	COCCNc1ccc(-c2n[nH]c(=O)c3ccccc23)cc1[N+](=O)[O-]	7	-1	0.0	0	-2	-4	-1.1	-0.8	-9	-2.4	-1.1
11	O=C(Nc1ccc(F)cc1F)c1cc2nc3c(c(C(F)(F)F)n2n1)CCCC3	0	-2	-0.6	-3	1	-2	1.2	-0.6	2	-2.4	-2.6
12	CN(C)C(CNC(=O)c1cc(-c2ccco2)nc2ccccc12)c1ccccc1 (stereo not drawn)	-31	-326	-0.1	i	2	i	-0.4	-1.4	1	-0.6	-3.7
13	CC(C)c1c(O)nc(SCCOc2ccc(Cl)cc2)[nH]c1=O	0	0	-0.6	3	1	-7	0.4	-2.2	2	-0.5	-0.5
14	O=C(NCCSSCCNC(=O)c1ccccc1)c1ccccc1	-4	1	-0.7	1	-3	2	-0.9	-1.6	-1	-1.9	4.4
15	COc1ccc(/C=C(\C#N)C(=O)c2cccn2C)cc1	6	-3	0.1	-1	-2	-11	0.0	-0.7	6	0.6	1.7
16	O=S(=O)(Nc1cc(S(=O)(=O)N2CCOCC2)ccc1N1CCOCC1)c1ccc2c(c1)OCCO2	3	2	0.3	2	2	2	0.8	-1.1	-2	-0.5	5.3
17	O=C(CCCN1C(=O)S/C(=C\c2ccccc2)C1=O)NNC(=O)c1ccccc1O	1	-4	-2.0	-1	-10	-3	-2.7	-2.4	3	-6.1	-15
18	CCN1CCN(c2ncnc3c2cnn3-c2ccccc2)CC1	-7	-3	3.5	1	3	3	2.9	-0.6	3	-0.6	6.7
19	CN(C)c1ccc(N/C=C/C(=O)c2ccco2)cc1	14	-6	0.8	-6	2	-10	4.3*	-0.2	-4	1.3	3.9
20	CC(=O)Nc1cccc(-c2nn[nH]n2)c1	2	-1	0.1	5	-1	-4	-0.3	0.0	-5	-1.6	1.0
21	O=C(NNC(=S)Nc1ccc(Cl)cc1Cl)c1ccncc1	0	7	0.5	-11	-2	-17	1.5	-0.8	-9	-0.9	3.0
22	CC(C)COCC(O)CC(Cc1ccccc1)C(=O)NN (stereo not drawn)	3	2	-0.2	2	0	-3	-0.3	-1.6	0	-1.5	-1.1
23	O=C(Cc1ccc(S(=O)(=O)N2CCOCC2)s1)Nc1ccccc1N1CCOCC1	1	-2	-0.2	-2	0	-7	-0.4	-1.6	-2	-0.3	-0.1
24	CC(=O)c1ccc(S(=O)(=O)NC2CCSc3ccccc32)cc1 (stereo not drawn)	1	-3	-0.5	3	-4	-7	-1.5	-0.6	1	-1.4	-2.1
25	O=[N+]([O-])c1cc(S(=O)(=O)N2CCOCC2)ccc1N1CCNCC1	5	-2	0.9	-1	5	6	0.1	-1.4	1	-0.2	1.3
26	CCCc1nc2ccccc2c(C(=O)OCC(=O)c2ccc3c(c2)NC(=O)CO3)c1CC	5	-2	-0.1	2	0	0	1.3	-0.5	-5	0.4	-1.3
27	COc1cc([N+](=O)[O-])ccc1NC(=O)Nc1ccc2c(c1)OCCO2	0	0	-0.3	8	-4	2	0.2	-1.8	10	-2.9	0.8
28	O=C(CSc1nccc(=O)[nH]1)N1CCN(c2ccccc2)CC1	-8	-5	0.1	3	0	-3	0.1	-1.0	1	1.9	2.7
29	CC(C)(C)S(=O)N1Cc2cc(C(=O)NCc3ccc4c(c3)OCO4)nc(-c3cccc(-c4ccncc4)c3)c2[C@H]1CCO (stereo partly drawn)	-16	0	-1.3	-4	0	-3	x	-1.3	2	-2.1	6.1
30	Cc1cc(C)c2[nH]c(C(=O)N3CCC(n4nccc4NC(=O)C4CC4)CC3)c(C)c2c1	-4	-1	-0.9	2	1	-3	-0.1	-0.5	2	2.3	-0.2
31	CNCCNC[C@H](Cc1cccc2ccccc12)NCCc1ccccc1	1	0	0.2	9	1	6	-0.3	-1.1	-3	0.0	-0.4
32	CCOc1ccc(NC(=O)N[C@@H](Cc2ccccc2)C(=O)O)cc1	2	-1	-0.3	-2	-2	-9	-1.2	-1.4	-1	-1.5	-2.8
33	COc1ccc(OC)c2c1CC(C)(C)NC2=O	2	-206	0.2	-104	0	-137	1.6	-0.6	1	-0.6	2.2
34	CC(NS(=O)(=O)c1ccc(CCC(=O)NCc2ccco2)cc1)c1ccccc1 (stereo not drawn)	4	-6	0.6	-1	0	-1	-0.8	-1.1	-1	-2.2	-1.4
35	O=C(COCc1cc(-c2ccco2)on1)NC1CCCCC1	-2	-4	0.1	-1	2	-9	0.1	-1.4	0	-1.6	-0.7
36	O=C(COC(=O)c1cc(S(=O)(=O)N2CCOCC2)ccc1Cl)Nc1ccc2c(c1)OCO2	-1	-6	-0.5	-1	-7	-4	-0.1	-0.8	5	-0.4	0.9
37	CC(c1ccccc1)N(CC(=O)NC1CCCCC1)S(=O)(=O)c1cccc(C(F)(F)F)c1 (stereo not drawn)	1	-3	0.7	-1	0	1	0.2	-1.7	4	0.3	-1.4
38	Cc1ccnc(NCc2cccc3ccccc23)c1	1	2	-0.8	2	-1	0	-0.7	-1.0	-1	-0.6	-2.2
39	Cc1ccc(C(=O)OC(C)C(=O)NC2CCCCC2)cc1S(=O)(=O)N1CCCCC1 (stereo not drawn)	10	1	-1.1	3	-1	3	-1.2	-1.3	3	-1.4	-0.5
40	Cc1cc(C)c(C(=O)C(C)OC(=O)Cn2cnc3c2c(=O)n(C)c(=O)n3C)cc1C (stereo not drawn)	5	-3	1.1	-1	-3	-6	1.2	-1.1	-3	-1.4	-2.2
41	CCC(Sc1nc(C)cc(C)n1)C(=O)Nc1cc(C)on1 (stereo not drawn)	7	4	0.1	11*	-5	11*	-0.1	-0.9	3	-1.4	-1.2
42	CC1=NN(c2ccccc2)C(=O)/C1=C\c1sccc1C	-1	-1	0.4	-1	-3	-2	1.2	1.7*	-2	3.0	1.6
43	CC1CC(C)(C)N2C(=O)C(=C(C#N)C#N)c3cccc1c32 (stereo not drawn)	-1	0	0.3	0	1	-6	1.0	-1.6	-10	-0.6	0.8
44	Cc1ccccc1CSc1nnc(-c2ccccc2)c(=O)[nH]1	4	3	0.1	4	-2	0	-0.4	-1.6	-2	-1.8	-0.3
45	CCN(CC)c1ccc(C(=O)N/N=C/c2ccc(N3CCOCC3)cc2)cc1	10	-3	-0.4	-45	-1	-41	0.8	-0.9	-5	-1.5	1.5
46	CCOc1ccccc1CN1CCNC(=O)C1CC(=O)N(C)Cc1cnccn1 (stereo not drawn)	1	-6	0.4	-1	-1	-12	0.8	-0.9	-6	0.9	-1.1
47	O=C(COc1nsnc1N1CCOCC1)N1CCOCC1	-9	0	0.2	-1	-3	2	0.0	-1.5	-3	-0.9	-0.7
48	COc1ccc(CCNC(=O)c2cc(-c3ccncc3)nc3c(Cl)cccc23)cc1OC	-2	3	0.1	2	-1	-3	2.0	-1.8	-5	0.8	1.1
49	Cc1cc(=O)oc2cc(OC(C)C(=O)NC3CCN(Cc4ccccc4)CC3)ccc12 (stereo not drawn)	1	-23	-0.3	-3	-1	-16	0.5	-0.5	2	-3.4	-0.5
50	CCC(Oc1ccccc1)C(=O)OCC(=O)N(CC)c1c(N)n(Cc2ccccc2)c(=O)[nH]c1=O (stereo not drawn)	0	-3	0.4	3	-1	-7	-0.2	-1.1	-3	-1.0	0.5
51	C[C@@H]1CN([C@H](C)CO)C(=O)c2cc(Br)cnc2O[C@@H]1CN(C)Cc1ccc(-c2ccccc2)cc1	1	3	-0.2	4	-2	3	-0.5	-1.2	-1	-2.0	-1.3
52	O=C(CCN1C(=O)c2ccccc2C1=O)c1ccccc1	2	-9	0.3	0	1	-1	2.1	0.1	3	0.1	3.6
53	CCC(=O)Nc1nnc(SCC(=O)Nc2ccc(F)cc2)s1	3	1	0.0	-1	-2	-2	0.7	-1.2	6	0.1	0.8

# Part of the list above, with one line to a screen:
46	CCOc1ccccc1CN1CCNC(=O)C1CC(=O)N(C)Cc1cnccn1 (stereo not drawn)
47	O=C(COc1nsnc1N1CCOCC1)N1CCOCC1
48	COc1ccc(CCNC(=O)c2cc(-c3ccncc3)nc3c(Cl)cccc23)cc1OC
49	Cc1cc(=O)oc2cc(OC(C)C(=O)NC3CCN(Cc4ccccc4)CC3)ccc12 (stereo not drawn)
50	CCC(Oc1ccccc1)C(=O)OCC(=O)N(CC)c1c(N)n(Cc2ccccc2)c(=O)[nH]c1=O (stereo not drawn)
51	C[C@@H]1CN([C@H](C)CO)C(=O)c2cc(Br)cnc2O[C@@H]1CN(C)Cc1ccc(-c2ccccc2)cc1
52	O=C(CCN1C(=O)c2ccccc2C1=O)c1ccccc1
53	CCC(=O)Nc1nnc(SCC(=O)Nc2ccc(F)cc2)s1

assay / entry	46	47	48	49	50	51	52	53
NR1D1 modulator	1	-9	-2	1	0	1	2	3
ADAM17 inh	-6	0	3	-23	-3	3	-9	1
DAX1 inh-1	0.4	0.2	0.1	-0.3	0.4	-0.2	0.3	0.0
PLCg1 inh	-1	-1	2	-3	3	4	0	-1
SMARCA2 activ	-1	-3	-1	-1	-1	-2	1	-2
PLC-beta3 inh	-12	2	-3	-16	-7	3	-1	-2
DAX1 inh-2	0.8	0.0	2.0	0.5	-0.2	-0.5	2.1	0.7
ssDAF12 agonist	-0.9	-1.5	-1.8	-0.5	-1.1	-1.2	0.1	-1.2
MBD2 DNA inh	-6	-3	-5	2	-3	-1	3	6
hcDAF-12 act	0.9	-0.9	0.8	-3.4	-1.0	-2.0	0.1	0.1
hgDAF-12 ag	-1.1	-0.7	1.1	-0.5	0.5	-1.3	3.6	0.8

# This is a random part of the collection; 7.4% or so of the library scored in one or more.
